# HepG2 viability: kills HepG2 cells in TGF-b inhibitor counter-screen. Potency, µM (top dose mostly 46.1 µM), for the others: top-dose activity change, negative = cytotoxicity, most hits filed as cytotoxic. HepG2 CAGA-GFP viability, ATP luminescence, 18 h. AID 588856. hit rate 0.76% among 410,000; note: potency is the fitted concentration of half-maximal effect; some results filed as inactive show a strong effect at the top dose
#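 CellTiter-Glo luminescence gave cytotoxicity after 18 hours at 37 degrees C. The cells were HepG2 CAGA-GFP in 1% FBS DMEM, stimulated with 500 pg/mL TGF-beta after compound addition. %Activity was normalised to no-cell wells (complete cell-killing) and DMSO (no toxicity), and curves were fitted and classified.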
# ATXN2 expr inh: reduces ATXN2 reporter expression in HEK-293 cells. HEK-293 ATXN2-luciferase reporter, luminescence, 24 h. Potency, µM (top dose mostly 57 µM), without a hit: top-dose activity change, negative = inhibition, hits mostly inhibitors. hit rate 0.72% among 360,000; note: potency is the fitted concentration of half-maximal effect; % is set by controls: 0 for no effect and ±100 for the full control effect; nearly all actives have a fitted effect of over 55% in size
#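 ATXN2-luciferase reporter cells (luciferase flanked by upstream and downstream ATXN2 gene portions) were treated 24 h at 37 °C with compounds at up to 57 uM. SteadyGlo luminescence gave expression; GF-AFC fluorescence gave viability.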
# IL1B secr inh: inhibitors of inflammasome signaling (IL-1 beta secretion). THP-1 LPS/ATP IL-1B secretion, AlphaLISA, 16 h; hits give low values. activity change, % at 57.5 µM. hit rate 4.7% among 360,000. AID 743279; in the data active = activity change below about -50%; inconclusive = mostly about -30% to -49%; note: % is set by controls: 0 for no effect and ±100 for the full control effect
#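 THP-1 cells pretreated 1 hr with compounds (up to 57.5 uM final), then stimulated with LPS (250 ng/mL final) plus ATP (1.25 mM final); secreted IL-1B measured by AlphaLISA after 16 hr, decreased signal indicating inhibition.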
# TGFb inhibitor: inhibitors of TGF-b signaling; HepG2 CAGA-GFP TGF-b/SMAD3 reporter, GFP fluorescence, 18 h; TGF-beta stimulated, 500 pg/mL final; Potency, µM (highest dose often 46.1 µM), inactives show top-dose activity, negative = inhibition, usual class: inhibitors; hit rate 1.2% among 410,000; AID 588855; note: potency is the fitted concentration of half-maximal effect; % is set by controls: 0 for no effect and ±100 for the full control effect; nearly all actives have a fitted effect of over 65% in size
#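 HEPG2 CAGA-GFP reporter cells (1000/well, DMEM with 1% FBS) received compounds, then recombinant TGF-beta at 500 pg/mL final for 18 hours at 37 degrees C. Per-cell GFP summed per well was normalised to unstimulated and stimulated DMSO controls before curve fitting.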
# A549 tox: A549 cytotoxicity, counter-screen for Nrf2 inhibitors; A549 ARE-Fluc cells, CellTiter-Fluor viability, 18-24 h; Potency, µM (series often up to 46 µM), inactives show at the highest dose activity change, negative = cytotoxicity, actives largely listed as inhibitors; hit rate 0.16% among 390,000; AID 504648; note: potency is the fitted concentration of half-maximal effect; % is set by controls: 0 for no effect and ±100 for the full control effect
#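 A549 ARE-Fluc cells in 5% FBS OPTI-MEM, 5000 cells/well, rested 2 h then exposed to compounds in concentration-response for 18-24 h at 37 °C. Viability by CellTiter-Fluor fluorescence (Ex 405/Em 525) after 30 min; luciferase luminescence (BugLite, 15 min, RT) read afterwards.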
# Nrf2 block: inhibitors of Nrf2 signaling | A549 ARE-Fluc reporter, luciferase luminescence, 18-24 h | Potency, µM (highest dose often 46 µM), inactives show at the highest dose activity change, negative = inhibition, actives largely listed as inhibitors | hit rate 2.1% among 360,000 | AID 504444; note: potency is the fitted concentration of half-maximal effect; % is set by controls: 0 for no effect and ±100 for the full control effect; nearly all actives have a fitted effect of over 60% in size
#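 Quantitative HTS in A549 cells stably bearing an antioxidant response element-firefly luciferase construct. Inhibition of Nrf2-driven transcription was scored by luminescence after 18-24 h of compound exposure at 37 °C.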
# Nrf2 activator: activators of Nrf2 (ARE) signaling. AREc32 ARE-luciferase reporter (MCF7-derived line), luminescence, 24 h. Potency, µM (series often up to 46.1 µM), inactives show at the top dose activation, usual class: activators. hit rate 0.31% among 410,000; note: potency is the fitted concentration of half-maximal effect; % of control where 0% means no effect; nearly all actives have a fitted effect of over 65% in size
#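 Luminescent ARE reporter assay in AREc32_Fluc cells: overnight plating at 37 deg C, 24 hr compound incubation, Steady-Glo added, 30 min RT before reading.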
# MCF10A rereplic: DNA re-replication induction in MCF 10a cells; Potency, µM (titrated, usually from 46.1 µM), without a hit: top-dose activity, positive = re-replication, most hits filed as activators; MCF 10A DNA re-replication, Hoechst nuclear intensity, 48 h; AID 624296; hit rate 2.9% among 350,000; note: potency is the fitted concentration of half-maximal effect; % of control where 0% means no effect; nearly all actives have a fitted effect of over 50% in size
# ATXN viability: viability counter-screen for ATXN expression inhibitors | S2 cells (HEK-293 line with an ATXN2-luciferase reporter) viability, CellTiter-Fluor protease fluorescence, 24 h | Potency, µM (top dose mostly 56.7 µM), hits mostly cytotoxic | hit rate 0.49% among 400,000 | AID 651635; note: potency is the fitted concentration of half-maximal effect; nearly all actives have a fitted effect of over 40% in size
# Numbers without * were called inactive; i = inactive; ? = inconclusive; . = not tested or not shown; & = joins results of further samples; [ ] = dose if it differs, or a comment. Unless noted, calls come from the whole dose curve; as a rule, active = well fitted curve in the direction sought with a large enough effect; inconclusive = small, poorly fitted or top-dose-only effect, or another doubt; inactive = no such curve, though single readings can be large; an effect the other way counts as inactive or inconclusive. Outcome played no part in choosing rows. Share with any hit: about 8.8%.
canonical_smiles,HepG2 viability,ATXN2 expr inh,IL1B secr inh,TGFb inhibitor,A549 tox,Nrf2 block,Nrf2 activator,MCF10A rereplic,ATXN viability
CCOC(=O)COc1ccc(CC)cc1C(=O)c1ccn2nc(-c3ccccc3)cc2n1,-8%,-3%,.,-4%,-1%,6%,0.0%,.,?
O=C(COC(=O)/C=C/c1cnc2ccccc2n1)NCC(F)(F)F,-4%,3%,-17,3%,1%,22%,0.0%,?,i
Cc1cc(C)nc(SCc2nnc(SCC(N)=O)n2Cc2ccco2)n1,-5%,2%,8,-4%,8%,6%,0.1%,0%,i
CCOC(=O)COc1cc2oc(=O)cc(C)c2cc1[N+](=O)[O-],-20%,.,?,-19%,0%,0%,-0.3%,-3%,i
O=C(COC(=O)c1cc(-c2cccc3ccccc23)nc2ccccc12)NC1CCS(=O)(=O)C1 (stereo not given),-3%,19%,0,-6%,11%,7%,-0.1%[9.22 µM],16%,i
CN(C)CCNC(=O)C(=O)NCC(c1ccc2c(c1)OCO2)N1CCN(c2ccc(F)cc2)CC1 (stereo not given),-17%,-13%,-2,-14%,-2%,-8%,0.3%,4%,i
Fc1ccc2c(c1)/C(=N/Nc1ccccn1)CCS2,2%,7%,12,9%,0%,8%,11µM*,-5%,i
C=CCNC(=S)NNC(=O)c1csc(C)c1C,-20%,1%,-8,-3%,13%,6%,-0.4%,-4%,i
Cc1cccc2sc(N(CCCN(C)C)C(=O)COc3ccc(Cl)cc3)nc12,22µM*,-38%,-60*,-25%,-5%,12%,2.0%,4%,i
Cc1cc(NC(=O)c2cc(F)c(F)cc2Cl)no1,-4%,9%,0,-3%,-2%,?,0.0%,-1%,i
CCc1cccc(CC)c1NC(=O)c1cccc(NC(=O)c2ccccc2)c1,10%,3%,-3,?,-17%,?,0.2%,939%[0.0737 µM],i
CCOC(=O)CCC(NC(=O)CCCCC(=O)NC(CCC(=O)OCC)C(=O)OCC)C(=O)OCC (stereo not given),8%,-17%,30,15%,-5%,6%,0.0%,?,i
Cc1ccccc1Nc1c(-c2cccc(N(C)C)c2)nc2ccc(Br)cn12,6%,8%,.,35%[activator],1%,2%,3.9%,.,i
CC1CC(C)(C)CC2(C1)NC(=O)N(CC(=O)N1CCN(Cc3ccc(C#N)cc3)CC1)C2=O (stereo not given),1%,-11%,0,0%,-14%,1.8µM*,0.0%,10%,i
O=C(c1ccco1)N1CCN(S(=O)(=O)c2ccc3c(c2)CCN3C(=O)C2CC2)CC1,-3%,-4%,-9,-3%,-6%,-12%,0.1%,-3%,i
C1=CC2=NC34CCCCC3CC3=C(CCCC3)N4C2=CC1=NC1CCCCC1 (stereo not given),-106%,?,-98*,?,?,?,24%,?,.
C[C@@H]1CN([C@@H](C)CO)C(=O)Cc2cc(NS(=O)(=O)c3cn(C)cn3)ccc2O[C@@H]1CN(C)C(=O)Nc1ccccc1,-4%,9%,6,6%,-2%,4%,0.1%,5%,i
COC(=O)c1cc(N=C(N)N=C(N)N)cc(C(=O)OC)c1,-16%,.,-5,-16%,1%,11%,0.2%,-11%,i
CCN(Cc1ccccc1)c1ccc(/C=N/NS(=O)(=O)c2ccc(C)c([N+](=O)[O-])c2)cc1,-21%,-34%,0,?,?,2%,5.9%,23%,i
O=C(O)/C=C\c1ccccc1Oc1ccc(F)cc1,-11%,-5%,3,-19%,2%,-8%,0.3%,26%,i
Cc1noc(C)c1COc1ccc(C(=O)NNC(=O)c2ccccc2F)cc1,-6%,-9%,18,3%,-14%,-3%,0.3%,10%,i
CN(C)NC(=O)c1cccc(Cl)c1,-7%,-23%,5,-5%,7%,1%,-1.2%,-1%,i
Cc1ccc(S(=O)(=O)N(C)C)cc1NC(=O)CN1CCCC1,9%,1%,-9,17%,8%,9%,-0.5%,-4%,i
O=C(CSc1nnc(Cc2cc(=O)[nH]c(=O)[nH]2)n1-c1ccccc1)N1CCCC1,-42%,-8%,-7,-11%,3%,-11%,0.0%,2%,i
C[C@]12CC[C@H](O)CC1=CCC1C2CC[C@@]2(C)C1CC[C@@H]2NCc1ccccc1 (stereo not given in full),-12%,.,17,-9%,.,.,0.4%,.,i
O=C(Nc1ccncc1)c1ccc(Cl)c(Cl)c1,-14%,-10%,?,-26%,3%,-5%,1.5%,6%,i
C[C@H]1NC(=O)[C@@]2(C)[C@@H](c3ccccc3)[C@H]3COc4ccccc4[C@H]3N2C1=O,-18%,-5%,14,?,5%,?,0.8%,4%,i
Cc1nn(CCCC(=O)NCCc2ccc(Cl)cc2)c(=O)c2nn(-c3ccccc3)c(C)c12,-3%&-16%,-13%&0%,-8,7%&4%,21%&-1%,-6%&10%,-2.4%&-0.5%,0%,i
CC(=O)Nc1ccc(S(=O)(=O)N(C)CC(=O)N2CCN(C(=O)c3ccco3)CC2)cc1,-8%,1%,9,-2%,1%,-3%,-0.6%,-19%,i
CCCCN(CCCNC(=O)c1cc(Nc2ccc(OC)cc2)nc2ccccc12)Cc1ccccc1,4%,6%,.,-4%,-1%,17%,0.4%,.,i

# Rewritten with two lines to a compound: entries from further up
# Every second line gives: HepG2 viability	ATXN2 expr inh	IL1B secr inh	TGFb inhibitor	A549 tox	Nrf2 block	Nrf2 activator	MCF10A rereplic	ATXN viability
- Cc1nn(CCCC(=O)NCCc2ccc(Cl)cc2)c(=O)c2nn(-c3ccccc3)c(C)c12
 : -3%&-16%	-13%&0%	-8	7%&4%	21%&-1%	-6%&10%	-2.4%&-0.5%	0%	i
- C[C@]12CC[C@H](O)CC1=CCC1C2CC[C@@]2(C)C1CC[C@@H]2NCc1ccccc1 (stereo not given in full)
 : -12%	.	17	-9%	.	.	0.4%	.	i

# Following part:
canonical_smiles,HepG2 viability,ATXN2 expr inh,IL1B secr inh,TGFb inhibitor,A549 tox,Nrf2 block,Nrf2 activator,MCF10A rereplic,ATXN viability
Cc1ccc(C(=O)NCCCN2CCOCC2)c(C)c1,4%,42%[activator],18,?,2%,13%,0.4%,-4%,i
O=c1c2cccc(Cl)c2nc2n1Cc1ccccc1-2,6%,38%[activator],.,10%,-3%,?,9.4%,-16%,i
OC(CNCCc1ccc(Cl)cc1Cl)COc1ccccc1 (stereo not given),-76%,-17%,-92*,?,12%,1%,4.4%,?,i
COc1cc(C(=O)OCC(=O)c2c[nH]c3ccccc23)ccc1OCC(=O)N1CCOCC1,-21%,-4%,-11,3%,1%,-2%,2.1%,7%,i
CCn1cc(C(=O)O)c(=O)c2cnc(N3CCN(C(=S)Nc4ccccc4Cl)CC3)nc21,-2%,1%,0,-7%,4%,-17%,3.2%,-9%,i
Cn1c(=O)n(CC#N)c2ccccc21,-3%,5%,15,-14%,-1%,7%,0.3%,2%,i
CC(=O)c1cccc(OCC(=O)Nc2cc(S(=O)(=O)N3CCOCC3)ccc2N2CCCC2)c1,-23%,3%,-2,-3%,-4%,-11%,-0.1%,9%,i
CC1=C(C)CC(C(=O)Nc2nc(-c3ccc(C)cc3C)c(C)s2)C(C(=O)O)C1 (stereo not given),-1%,-4%,-3,2%,5%,?,-0.4%,?,i
CCc1ccc(NC(=O)CCC(=O)c2ccc(C)cc2)cc1,-2%,-33%,-7,-1%,-4%,-5%,-1.2%,10%,i
C=COCCNC(=O)Nc1ccc(Cl)cc1Cl,-19%,-1%,-22,?,-2%,7%,0.2%,-1%,i
CCOc1ccc(OCCOCCN2CCc3ccccc3C2)cc1,-30%,.,0,-14%,-2%,-12%,-0.3%,21%,.
O=C(Nc1ccccc1C(=O)OC1CCOC1=O)c1ccco1 (stereo not given),-1%,-8%,6,-19%,1%,1%,-1.0%,-2%,i
COc1ccc(C2c3cccn3CCN2S(=O)(=O)c2ccccc2[N+](=O)[O-])cc1OC (stereo not given),-9%,-11%,.,?,3%,.,?,.,?
Cn1cccc1CN1CCC[C@]2(N[C@H](c3ccccc3)[C@@H]3C(=O)N(Cc4ccccc4)C(=O)[C@@H]32)C1=O,-5%,-4%,-20,2%,.,.,0.3%,.,i
Cc1csc(N2CCN(c3cc4nc(-c5ccncc5)[nH]c4cc3Cl)CC2)n1,-2%,-25%,-9,-8%,0%,-2%,-1.0%,13%,?
O=C(O)c1cccc(C(=O)c2cccc3ccccc23)c1,-30%,7%,24,-1%,-2%,-27%,-0.8%,-1%,i
COc1ccc(C2CC(c3ccc(OC)cc3)n3nc(NC(=O)c4ccco4)nc3N2)cc1 (stereo not given),-17%,-4%,-22,5%,3%,-3%,0.4%,5%,?
O=C(NC1CCCC1)c1ccc2c(c1)N(Cc1c(F)cccc1Cl)C(=O)c1ccccc1S2,2%,5%,.,0%,-1%,-2%,0.0%,.,i
CCOc1ncccc1C(=O)NNC(=O)c1cccc(S(=O)(=O)N2CCOCC2)c1,1%,.,-6,-16%,8%,4%,0.1%,0%,i
CCc1ccc(Cn2c(CNS(=O)(=O)c3ccc(C)c(C)c3)nc3cccnc32)cc1,-21%,.,.,?,-5%,.,0.7%,.,.
Cc1csc(NC(=O)c2ccccc2O)n1,-20%,12%,49,5%,-13%,25%,5.8%,12%,i
COc1ccc(CNc2cccc(F)c2)cc1Br,-2%,6%,0,12%,-2%,6%,3.0%,9%,i
C[C@@H]1C=C(C(=O)N2CCN(Cc3ccccc3)CC2)O[C@H](OCc2ccc(CO)cc2)C1,-50%,-21%,-11,-14%,11%,7%,-0.3%,-8%,i
COc1cc(C(=O)NC(C)c2ccccc2)ccc1OCC(=O)N1CCOCC1 (stereo not given),3%,.,-2,-1%,5%,-5%,-1.2%,-3%,i
CCc1nnc(NC(=O)CCC(=O)N2CCN(c3cc(C)ccc3C)CC2)s1,-4%,-12%,36,-10%,?,?,1.5%,3%,i
O=C(NCCN1CCOCC1)Nc1ccc(Cl)cc1Cl,-17%,9%,-8,-5%,16%,6%,-0.1%,?,i
